# PV pol inh – inhibitors of poliovirus RNA polymerase binding and polymerization | P03300 | % elongation, % (compound at 16.7 µg/mL) | AID 588519 | poliovirus polymerase elongation, fluorescence polarization; active compounds read low | 0.66% of 150,000 active; in the data active = % elongation below about 90%; also: some results filed as inactive read as strong as hits
# Target sequence (P03300 1749-2209 limits assumed): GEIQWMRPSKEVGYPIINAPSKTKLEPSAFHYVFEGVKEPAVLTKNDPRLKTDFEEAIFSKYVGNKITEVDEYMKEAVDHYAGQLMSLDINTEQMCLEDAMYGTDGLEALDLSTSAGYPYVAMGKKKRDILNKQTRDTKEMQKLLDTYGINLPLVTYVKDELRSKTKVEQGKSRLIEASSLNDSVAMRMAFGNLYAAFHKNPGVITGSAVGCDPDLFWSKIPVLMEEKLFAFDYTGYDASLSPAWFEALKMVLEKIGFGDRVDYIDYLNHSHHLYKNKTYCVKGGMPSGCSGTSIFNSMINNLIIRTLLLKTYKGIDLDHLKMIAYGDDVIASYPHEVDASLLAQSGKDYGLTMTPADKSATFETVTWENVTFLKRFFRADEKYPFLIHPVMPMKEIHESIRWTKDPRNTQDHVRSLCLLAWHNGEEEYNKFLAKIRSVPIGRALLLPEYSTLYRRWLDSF
# PV pol inh FP z-score – second read-out of PV pol inh, no call of its own (marks repeat the call); z-score; measured here: FP z-score; hits read low
# * hit, by the source's call; & = joins results of further samples. Some of the compounds tested; rates above refer to the full screens.
# Under each structure – PV pol inh	PV pol inh FP z-score
Cc1ccc2[nH]c3c(c2c1)CCCC3C(=O)O (stereo not given)
    100	0.2
COc1ccc(C(=O)Nc2cccc(OCc3cc(=O)n4c5c(sc4n3)CCCC5)c2)cc1OC
    98	-1.9
NS(=O)(=O)c1ccc(CNC(=O)/C=C/c2ccccc2)cc1
    101	0.1
CCOc1cc(CNc2ccc(O)cc2)ccc1OCc1ccc(Cl)cc1
    80*	-4.7*
Cc1nn(-c2ccc(Cl)cc2)c(N)c1C1(O)C(=O)Nc2ccc(F)cc21 (stereo not given)
    102	0.1
CCCCOc1ccc(C(=O)NCc2cn3cccc(C)c3n2)cc1
    108	-0.1
O=C(OCC(=O)N1N=C2/C(=C/c3ccco3)CCCC2C1c1ccco1)c1ccccn1 (stereo not given)
    106	0.2
CCCC12CN3CC(C)(CN(C1)C3c1c(C)n(C)c3ccccc13)C2=O (stereo not given)
    101	-0.3
O=C(O)c1ccc(OCCN2CCCC2=O)cc1
    101	-0.2
Cn1cc(S(=O)(=O)N2CCCCCC2)cc1C(=O)N1CCN(c2ccccc2F)CC1
    106	-0.1
O=C(NCCc1ccc(F)cc1)C(=O)NCC(c1cccs1)S(=O)(=O)c1ccc(F)cc1 (stereo not given)
    110	0.5
CCOC(=O)c1[nH]c(=O)[nH]c1CSC(=N)N
    96	-1.7
NNC(=O)C1CCCNC1=O (stereo not given)
    106	0.2
COc1ccccc1NC(=O)CCn1c(=O)oc2cc(Cl)ccc21
    109	0.8
CC(=O)N1c2ccccc2C(=O)C1N1CCN(c2cccc(C)c2C)CC1 (stereo not given)
    113	1.3
CC(Sc1nnc(C2CCCCC2)n1N)C(=O)NC(N)=O (stereo not given)
    102	-0.1
CCn1cc(C(=O)NCCc2ccc(Cl)cc2)c(=O)c2cc(S(=O)(=O)N3CCOCC3)ccc21
    104	-0.1
CCCc1cc(C2C(C#N)=C(N)Nc3oc(OC)nc32)ccc1OC(C)C (stereo not given)
    104	0.3
Cc1cccc(NC(=O)CCNS(=O)(=O)c2ccc3[nH]c(=O)oc3c2)c1
    100	-0.4
CCC(C)NC(=O)C1CCN(Cc2cc(OC)ccc2OC)CC1 (stereo not given)
    100	-0.3
CCc1ccc(C=C2C(=O)N(C)C(=S)N(C)C2=O)cc1
    98	-0.5
COc1ccccc1-c1nnc(C2CCN(C(=O)c3ccccc3)CC2)o1
    104	0.8
CCOc1cc(S(=O)(=O)NCCOC)c(OCC)cc1C
    100	-1
CCOC(=O)c1ccc(NC(=O)C2C(=O)N(C)C3(C)CC2c2ccccc2O3)cc1 (stereo not given)
    104	0.7
CCOC(=O)CSc1nc2cc3c(cc2c(=O)n1CCCCCC(=O)NCc1ccc(OC)cc1)OCO3
    109	0.7
O=C(COC(=O)CCN1C(=O)C2CC=CCC2C1=O)Nc1cc(Cl)cc(Cl)c1 (stereo not given)
    100	-0.3
COC(=O)c1ccc(N2CCCC2=O)cc1
    99	-0.1
COc1ccc(-c2cc(C(F)(F)F)nc(NCc3ccccc3)n2)cc1
    103	-0.7
O=S(=O)(c1ccc(Cl)cc1)N1c2ccccc2Sc2ccc(C(F)(F)F)cc21
    101	0
CCN(CC(=O)Nc1ccc(N2CCOCC2)cc1)C(=O)c1nc2nccc(C)n2n1
    99	-0.6
COc1cccc(-c2cc(C#N)on2)c1OC
    102	0.3
COc1ccc(/C=C/C#N)cc1OC
    98	-0.7
Cc1ccccc1NC(=O)/C=N/O
    104	0.5
COc1ccccc1CNc1cnn(C23CC4CC(CC(C4)C2C(=O)O)C3)c(=O)c1Cl (stereo not given)
    100	-0.7
CCN(Cc1ccccc1)Cc1c(O)ccc2c(=O)c(-c3ccc(Cl)cc3)c(C(F)(F)F)oc12
    101	-1.4
CN1CCCN(C(=O)/C=C/c2ccc(Cl)cc2Cl)CC1
    103	0.4
Cc1cc(N)n(C(C)(C)C)n1
    103	0.6
Cc1cccc(N2CCN(S(=O)(=O)c3ccc4oc(=O)c5ncn(C)c5c4c3)CC2)c1C
    110	1.5
CC1(C)C2CCC1(CS(=O)(=O)NC1CCCC1)C(=O)C2 (stereo not given)
    102	0
COc1ccc(Nc2c(-c3ccco3)nc3cccc(C)n23)cc1
    106	0
Cc1cccc(OCC(=O)NCC(C)C)c1C
    99	-0.3
COCCN1C(=O)c2oc3ccc(C)cc3c(=O)c2C1c1ccc(C(=O)OC)cc1 (stereo not given)
    107	0.4
CCNC(=S)N1CCCCC1CO (stereo not given)
    99	-0.2
COc1ccc(C(=O)CC2(O)C(=O)N(CCc3ccccc3)c3ccc(Br)cc32)cc1OC (stereo not given)
    110	-0.1
CCOc1ccc(NC(=O)CSC2=Nc3ccccc3C3=NC(CC(=O)NCc4ccc5c(c4)OCO5)C(=O)N23)cc1 (stereo not given)
    108	0.4
CC(=O)Nc1ccc2c(c1)nc(C)n2C
    100	-0.4
COc1ccc(N)cn1
    69	-8.2
Cc1ccc2cc3c(N)[nH]nc3nc2c1
    104	0.7
Cc1cccc(CNC(=O)Cn2ccc3cc(S(=O)(=O)N4CCCCCC4)ccc32)c1
    109	0.2
C=CCN1C(=O)NC(NC(=O)c2ccccc2)(C(F)(F)F)C1=O (stereo not given)
    100	-0.7

# Next compounds follow:
# Under each structure – PV pol inh	PV pol inh FP z-score
O=C(NCc1ccccc1)c1cccc(OCC(=O)N2CCOCC2)c1
    105	0.3
CN(C(=O)c1ccc2c(c1)N(Cc1cccc(Cl)c1)C(=O)c1ccccc1S2(=O)=O)C1CCCCC1
    109	0.5
O=C(Cn1nc(-c2ccc(Cl)cc2)ccc1=O)NCc1ccccc1Cl
    114	0.7
CCOC(=O)c1c(-c2ccccc2)cn2c1SCC2=O
    109	0.8
O=S(=O)(/C=C/c1ccccc1)Nc1ccc(F)cc1
    100	-0.3
COc1ccc(NC(=O)Cn2c(=O)c3ccccc3n3nncc23)c(OC)c1
    105	0.3
CCCCC(=O)Nc1ccc2c(c1)OCCO2
    101	0.2
c1ccc(-c2noc(C3CCCO3)n2)nc1 (stereo not given)
    99	-0.2
N#CCn1nc2ccccc2n1
    102	0
COc1ccc(C2=C(C)C(=O)N(Cc3ccc(C(=O)NCc4ccccc4C)cc3)S2(=O)=O)cc1
    109	0.3
CC(=O)Nc1ccc(NC(=O)C2CCCN(S(=O)(=O)c3ccc4c(c3)CCCC(=O)N4)C2)cc1 (stereo not given)
    106	-0.4
Cc1cccc(C(=O)Nc2nc3ccc(C)cc3c(=O)[nH]2)c1
    101	-0.1
O=C(OCCC1(c2ccccc2)C(=O)c2ccccc2C1=O)c1cc2ccccc2oc1=O
    106	0.2
CCOc1ccc(NC(=O)c2cc3cc4ccc(C)cc4nc3o2)cc1
    110	0.2
N#C/C=C/N1CCN(C(c2ccccc2)c2ccccc2)CC1
    108	0.6
CC(=O)N(CCC(c1ccccc1)c1ccco1)Cc1ccc(F)cc1 (stereo not given)
    100	-0.4
Cn1nc(-c2ccc(C(=O)NCC3CCCO3)cc2)c2ccccc2c1=O (stereo not given)
    103	0.3
Cc1cccc(CN2CCN(C(c3ccccc3)c3ccc(Cl)cc3)CC2)c1 (stereo not given)
    101&99	0.1&-0.1
Clc1ccc(C2NCCS2)cc1 (stereo not given)
    101	-0.3
COc1cccc(NC(=S)N(CCN(C)C)C(C)c2ccncc2)c1 (stereo not given)
    103	0.7
Cc1sc2ncnc(N3CCN(CCO)CC3)c2c1C
    93	-1.9
O=S(=O)(c1ccc2c(c1)OCCO2)N1CCC(O)(c2ccc(Cl)cc2)CC1
    105	1
COc1ccc(OC)c(NC(=O)CSc2c3c(nc4cc(Cl)ccc24)CCCC3)c1
    106	0.2
Oc1[nH]c2ccc(Br)cc2c1N=NC(=S)NCC1CCCO1 (stereo not given)
    90*	-1.2*
O=C(O)C1CCCCC1C(=O)N1CCc2ccccc21 (stereo not given)
    102	0.1
N=c1c(C(N)=O)cc2c(=O)n3ccccc3nc2n1Cc1ccccc1
    99	-0.8
CCN(CC)C(=O)Cn1c(=O)oc2ccccc21
    101	-0.2
O=C(c1ccccc1O)N1CCOCC1
    112	0.7
COc1ccc(CCNC(=O)CSc2ncc3c(n2)-c2cc(Cl)ccc2N(Cc2ccccc2)S3(=O)=O)cc1OC
    107	0
CNC(=O)CCCc1cn(Cc2ccccc2Cl)c2ccccc12
    102	-0.7

# More results:
structure | PV pol inh | PV pol inh FP z-score
CCC1CCCCN1C(=O)c1ccc(OC)cc1 (stereo not given) | 107 | 0.4
O=C(CS(=O)(=O)c1ccccc1)N1CCc2ccccc21 | 102 | -0.1
COc1cc(OC)nc(NC(=O)CSc2nc3ccccc3s2)n1 | 99 | -0.3
N#Cc1ccc(OCn2nnc3ccccc3c2=O)cc1 | 102 | -0.2
COc1cc(C(=O)N2CCN(C(=O)Cc3ccccc3)CC2)cc(OC)c1OC | 103 | -0.1
Fc1ccc(-c2cc3c(nn2)Nc2ccccc2N3)cc1 | 104 | 0.5
COc1cccc(CNC(=O)CN(C)S(=O)(=O)c2ccc3c(c2)n(C)c(=O)c(=O)n3C)c1 | 100 | -0.6
CC(Sc1nc2c([nH]c3ccccc32)c(=O)n1-c1ccccc1)c1ccccc1 (stereo not given) | 111 | 1
Cc1ccc(C2C(C#N)=C(N)Oc3c2c(=O)oc2ccccc32)o1 (stereo not given) | 104 | 0.2
COc1cc(-c2nnc(SCCOc3ccccc3)o2)cc(OC)c1OC | 106 | -0.5
Cc1cc(C)n2c(SCCC(C)C)nnc2n1 | 102 | 0.3
COc1ccc(-n2c(=O)c3ccc(C(=O)NCc4ccc(C)cc4)cc3n(Cc3cccc(Cl)c3)c2=O)cc1 | 104 | 0.1
COc1ccc(OC)c(NC(=O)CCNS(=O)(=O)c2ccc3c(c2)oc(=O)n3C)c1 | 104 | -0.3
FC(F)(F)c1nc2ccccc2n1CCOc1ccccc1 | 104 | 0.8
CC(NC(=O)C1CCN(c2ncccn2)CC1)c1ccncc1 (stereo not given) | 102 | 0.1
COc1c(C)cccc1C(=O)Nc1cc(Cl)ccc1N1CCOCC1 | 101 | 0.4
Cc1csc2nc(COC(=O)c3ccccc3NC(=O)c3ccc(F)cc3)cc(=O)n12 | 107 | 0.1
O=C(Cc1ccc(F)cc1)NCc1nc2cccnc2n1Cc1ccc(F)cc1 | 108 | 0.1
C[N+]1(CCCl)CC[N+](C)(CCCl)CC1 (stereo not given) | 102 | 0
CC(C)CCNC(=O)c1ccc2nc(-c3cccs3)c(-c3cccs3)nc2c1 | 105 | 0.8
NC(=O)C1CCN(C(=O)C2CC(c3ccccc3Cl)=NO2)CC1 (stereo not given) | 100 | -0.3
COC(CNC(=O)c1cc(-c2ccccn2)nc2ccc(S(=O)(=O)N3CCC(C)CC3)cc12)OC | 103 | 0.5
O=c1[nH]c2ccc(F)cc2c(O)c1-c1ccccc1 | 103 | 0
Oc1cccc(C(=S)N2CCCCC2)c1 | 104 | 0.8
C[N+](C)(C)CCOC(=O)c1ccccc1 | 105 | 0.3
Cc1cc(C)n2c(Br)c(CSc3nc4ccccc4o3)nc2n1 | 103 | 0.2
Cc1ccc(C(=O)Nc2nc3n(n2)C(c2ccc(F)cc2)C=C(c2ccccc2)N3)cc1 (stereo not given) | 112 | 0.9
CC1(C)CC(=O)C(c2nc3ccc(C(=O)c4ccccc4)cc3[nH]2)=C(O)C1 | 102 | 0
C=CCNC(=O)Cc1ccc(-c2ccccc2)cc1 | 100 | -0.6
Cc1nc(N2CCCC2)nc2oc(-c3ccccc3)nc12 | 99 | -1.4

# Two records drawn at random from the list so far, as already listed:
structure | PV pol inh | PV pol inh FP z-score
COc1c(C)cccc1C(=O)Nc1cc(Cl)ccc1N1CCOCC1 | 101 | 0.4
FC(F)(F)c1nc2ccccc2n1CCOc1ccccc1 | 104 | 0.8

# Molecules above that have a cyano group, in the order listed:
structure | PV pol inh | PV pol inh FP z-score
CCCc1cc(C2C(C#N)=C(N)Nc3oc(OC)nc32)ccc1OC(C)C (stereo not given) | 104 | 0.3
COc1cccc(-c2cc(C#N)on2)c1OC | 102 | 0.3
COc1ccc(/C=C/C#N)cc1OC | 98 | -0.7
N#CCn1nc2ccccc2n1 | 102 | 0
N#C/C=C/N1CCN(C(c2ccccc2)c2ccccc2)CC1 | 108 | 0.6
N#Cc1ccc(OCn2nnc3ccccc3c2=O)cc1 | 102 | -0.2
Cc1ccc(C2C(C#N)=C(N)Oc3c2c(=O)oc2ccccc32)o1 (stereo not given) | 104 | 0.2

# The list goes on.
structure | PV pol inh | PV pol inh FP z-score
CN(C)CC(C)(C)CNc1ncnc2sccc12 | 118 | 2.2
CC(=O)Nc1ccc(Oc2ccc(-c3noc(C)n3)cc2)cc1 | 110 | 1.1
O=C(NC1CCN(Cc2ccccc2)CC1)c1cccs1 | 101 | 0
COc1cc2c(cc1OC)CNCC2 | 103 | -0.1
O=C(CSc1n[nH]c(-c2ccncc2)n1)N1c2ccccc2OCC1c1ccccc1 (stereo not given) | 102 | 0
Nc1sc2c(c1-c1nc3ccccc3s1)CCC2 | 103 | 0.5
C=C1C/C(=C/C)C(=O)O[C@@H]2CCN3CC=C(COC(=O)[C@]1(C)O)[C@H]23 | 99 | 0
Cc1ccc(CN2C(=O)/C(=c3\sc4nc(-c5cccs5)nn4c3=O)c3ccccc32)cc1 | 105 | 0.7
Cc1cccc(NC(=S)NC23CN4CN(CN(C4)C2)C3)c1C | 101 | 0.1
O=C(/C=C/c1c(Cl)nc2sccn12)Nc1ccc2c(c1)OCCO2 | 103 | 0
O=S1(=O)CCC(S(=O)(=O)Nc2ccccc2)C1 (stereo not given) | 101 | 0
Cc1ccc(Oc2ccc(C(=O)O)cc2)cc1C | 100 | 0
CC1=C(C(=O)NCCCN2CCN(c3cc(Cl)ccc3C)CC2)C2(CCCCC2)OC1=O | 101 | -0.1
CC(C)CS(=O)(=O)C1=NN2C(=N)/C(=C\c3ccc(N(C)C)c(Br)c3)C(=O)N=C2S1 | 110 | 3.3
O=C(CN1CCOCC1)NCc1ccccc1 | 103 | 1.1
CNC(=S)N=Nc1c(O)[nH]c2ccc(C(C)C)cc12 | 100 | -0.5
CCOc1ccccc1NN | 98 | -0.5
Cc1ccc(CN2C(=O)N(c3ccc(F)cc3)C(=O)C2CC(=O)Nc2ccc(Cl)cc2)cc1 (stereo not given) | 108 | 0.4

# Source: PubChem BioAssay (ICCB-Longwood Screening Facility, Harvard Medical School)
